SENP8 block: blocks human SENP8 cleavage of Nedd8 substrate; hit rate 0.64% among 360,000; recombinant SENP8, Nedd8 substrate fluorescence; inhibition, % at 20 µM; Q96LD8; in the data active = inhibition mostly above about 40%, no sharp cut-off; inactive = mostly below about 27%
Target sequence (Q96LD8 whole entry, looked up): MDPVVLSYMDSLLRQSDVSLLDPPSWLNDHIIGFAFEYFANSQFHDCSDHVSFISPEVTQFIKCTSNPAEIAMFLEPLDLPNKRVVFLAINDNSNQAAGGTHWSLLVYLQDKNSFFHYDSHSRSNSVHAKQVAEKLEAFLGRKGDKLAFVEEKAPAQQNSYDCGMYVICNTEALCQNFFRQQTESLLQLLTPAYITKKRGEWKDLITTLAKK
MPTP inh: inhibitors of mitochondrial permeability transition pore. isolated mouse mitochondria, Ca2+ swelling absorbance, 30 min. inhibition, % at 10 µM. hit rate 1.4% among 360,000. AID 602449;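 active = inhibition of 50% or more, scaled per plate between neutral and stimulator controls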;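 note: 0% = DMSO wells given calcium and 100% = 1 mM EGTA wells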
hIAP act: increases human intestinal alkaline phosphatase activity; P09923; purified human IAP, CDP-Star luminescence, 30 min; active compounds read high; 1 = vehicle-only enzyme, 0 = enzyme-free background; activation factor at 10 µM; hit rate 0.16% among 330,000;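 active = activation factor of the enzyme at least 2-fold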; note: the source names both 10 and 20 µM as test concentration; values of inactives mirror those of a sister screen read the other way
SENP6 block: SENP6 protease inhibition | Q9GZR1 | Recombinant SENP6 catalytic domain, aminoluciferin luminescence | inhibition, % at 10 µM | AID 2599 | hit rate 1.8% among 330,000;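 active = inhibition above about 50% at the single tested dose, limit read from the data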;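 note: plate controls were DMSO wells with enzyme for no effect and DMSO wells lacking enzyme for full effect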
Target sequence (Q9GZR1 628-1112 limits assumed): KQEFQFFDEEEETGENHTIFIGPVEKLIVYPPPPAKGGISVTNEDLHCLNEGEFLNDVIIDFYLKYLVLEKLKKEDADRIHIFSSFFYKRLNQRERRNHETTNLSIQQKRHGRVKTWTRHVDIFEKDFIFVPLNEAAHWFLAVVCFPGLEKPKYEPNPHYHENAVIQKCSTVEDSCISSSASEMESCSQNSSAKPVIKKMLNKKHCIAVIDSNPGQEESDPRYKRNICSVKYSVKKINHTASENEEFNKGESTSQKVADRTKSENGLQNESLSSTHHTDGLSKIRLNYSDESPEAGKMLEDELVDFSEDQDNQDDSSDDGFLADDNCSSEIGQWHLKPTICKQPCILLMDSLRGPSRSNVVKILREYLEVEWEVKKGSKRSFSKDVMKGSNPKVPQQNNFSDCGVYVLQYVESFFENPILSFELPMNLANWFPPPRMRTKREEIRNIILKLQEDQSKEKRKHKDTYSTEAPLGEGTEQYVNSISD
SENP1 FRET inh: blocks the human SENP1 SUMO protease catalytic domain; Q9P0U3; recombinant SENP1 catalytic domain, CyPet-SUMO1-YPet FRET cleavage; inhibition, % at 10 µM; hit rate 0.21% among 360,000; AID 624204;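 active = inhibition at least 30% at 10 µM, raw YFP signal under a set limit, fluorescence ratio 0.5 to 1.5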;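 note: 0% = enzyme with DMSO and 100% = no enzyme wells; some results filed as inactive read as strong as hits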
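System: Recombinant human SENP1 catalytic domain, His6-tagged | Incubation: Enzyme reaction for 50 min at room temperature, dark | Medium: Tris pH 8 with BME, BSA, NP40 and catalase | Also added: 25 nM SUMO1 FRET substrate | Compound: 10 µM single point, 0.5% DMSO | Measured by: FRET fluorescence in CFP and YFP emission channels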
GRIN3A LBD mod: modulates the human NR3A ligand-binding domain; NR3A LBD differential scanning fluorimetry, Tm shift; 0% = protein alone, 100% = glycine-bound protein; Tm shift relative to glycine control, % at 25 µM; hit rate 2.5% among 340,000; AID 1259313;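 active = melting temperature shift of at least 10% of the positive control shift, at one fixed dose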
PfGluPho inh: PfG6PD (Plasmodium falciparum) enzyme inhibition | AID 504690 | hit rate 0.78% among 350,000 | inhibition, % at 20 µM | PfGluPho enzyme, NADPH resazurin-diaphorase fluorescence;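 active = inhibition reaching at least a set limit at 20 µM in the primary screen, cut at about 59% in these data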;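 note: 0% = DMSO wells with substrate and 100% = DMSO wells lacking glucose-6-phosphate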
ATG4B inhibitor: inhibitors of human ATG4B cysteine protease | Q9Y4P1 | ATG4B cleavage of LC3-PLA2, NBD-HPC fluorescence, 1 h | inhibition, % at 8.33 µM | hit rate 0.51% among 340,000 | AID 504462; in the data active = inhibition above about 40%
Target sequence (Q9Y4P1 whole entry, looked up): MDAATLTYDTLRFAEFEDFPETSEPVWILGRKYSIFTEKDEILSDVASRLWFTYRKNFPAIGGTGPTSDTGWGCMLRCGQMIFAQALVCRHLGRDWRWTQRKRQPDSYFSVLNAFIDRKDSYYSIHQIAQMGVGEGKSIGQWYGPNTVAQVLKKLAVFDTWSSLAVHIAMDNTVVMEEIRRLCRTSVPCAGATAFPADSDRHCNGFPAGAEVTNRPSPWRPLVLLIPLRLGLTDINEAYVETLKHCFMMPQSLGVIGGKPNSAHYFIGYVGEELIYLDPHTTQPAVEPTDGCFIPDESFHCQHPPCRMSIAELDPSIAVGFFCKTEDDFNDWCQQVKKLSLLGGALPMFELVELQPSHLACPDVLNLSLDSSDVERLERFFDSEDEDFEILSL
Starred values were filed as active, the others as inactive; . = not tested or not shown. Not a hit list, and some 6.7% of all compounds hit somewhere here.

SMILES | SENP8 block | MPTP inh | hIAP act | SENP6 block | SENP1 FRET inh | GRIN3A LBD mod | PfGluPho inh | ATG4B inhibitor
Cc1ccc(CNC(=O)c2cc(-c3ccccc3)nn2CC2CC(c3cccnc3)=NO2)cc1 (configuration not stated) | 10 | -1.0 | 0.92 | -5 | 0 | 1 | -6 | 0
CCOC(=O)C1(C)NC(c2ccc(N(C)C)cc2)C2C(=O)N(c3ccc(OC)cc3)C(=O)C21 (configuration not stated) | -195 | -2.3 | 0.87 | -5 | 0 | -2 | -6 | 0
Cc1cc(O)cc(C)c1NS(=O)(=O)c1ccc2ccccc2c1 | 21 | 0.5 | 0.84 | -34 | 2 | 0 | 19 | 4
O=C(O)C[C@@H](CNC(=O)COc1ccc2ccc(=O)oc2c1)c1ccc(Cl)cc1 | -258 | -2.2 | 1.2 | 0 | -1 | -1 | -3 | 4
O=C(CCC1CCCN(Cc2cccc3c2OCO3)C1)NCc1ccc(F)c(F)c1 (configuration not stated) | -8 | -1.4 | 1.1 | -3 | -1 | 2 | -14 | 29
Cc1ccc(NC(=O)CO/N=C(\N)c2nonc2N)cc1 | 12 | 20 | 1.1 | 1 | 0 | 3 | -2 | -14
CC#CC[N+](C)(C)CCCCCCCC | 5 | 3.3 | 1.1 | -24 | 1 | 0 | -8 | 10
O=C(C(Cl)Cl)N1CC2CCC(CC2)C1 | 18 | -0.3 | . | . | 2 | -1 | -14 | 5
CC1CCN(CC2C(=O)O[C@@H]3C[C@@]4(C)CCC[C@H](C)C4=C[C@H]23)CC(C)(C)C1 (some centres not stated) | 21 | 0.6 | 1 | 3 | 0 | -1 | -7 | -9
COc1ccccc1CC(=O)Nc1ccc(Cl)cc1C(=O)O | -48 | 0.6 | 0.91 | -3 | 2 | 3 | 42 | 2
CC1CC(c2ccccc2)n2nc(NC(=O)c3ccco3)nc2N1 (configuration not stated) | 22 | -0.7 | 1 | -3 | 1 | 0 | 12 | -6
O=C(COc1ccccc1Cl)Nc1ccc(S(=O)(=O)N2CCOCC2)cc1 | 10 | 0.2 | 1 | 2 | 1 | 4 | -15 | -2
O=C(NCC(c1cccnc1)N1CCN(c2ccc(F)cc2)CC1)c1cccc(Cl)c1 (configuration not stated) | 34 | -1.0 | 1.2 | -32 | 1 | 4 | -18 | 2
Cc1n[nH]c(C)c1N=Nc1ccc(Br)cc1 | 17 | 1.0 | 1.4 | -5 | 2 | -8 | 5 | -9
O=C(Nc1nccs1)c1nc[nH]c1C(=O)N1CCc2ccccc2C1 | 15 | 0.1 | 2.1* | -2 | 0 | -3 | 4 | -5
C=CCOCCN(C)C1=NS(=O)(=O)c2ccccc21 | 14 | 0.0 | 1.1 | -11 | 5 | -1 | -8 | -6
Fc1ccc(NC(=S)NCCc2ccccc2)c(F)c1F | 8 | 77* | 1 | -11 | 3 | -8 | 2 | 20
COc1cccc2c1cc1c(=O)n(CC(=O)NCc3ccccn3)nc(C)n12 | -285 | -0.9 | 0.83 | 7 | 1 | 0 | 14 | -6
CCCC(=O)NC(C)c1nc2ccccc2n1CC (configuration not stated) | 12 | 0.7 | 0.95 | -6 | 3 | 1 | 6 | -3
NS(=O)(=O)c1cccc(NC(=S)NCc2ccccc2)c1 | 12 | -0.9 | 1 | 11 | 3 | 2 | 9 | -7
COc1ccccc1CNC(=O)CSc1ccccc1 | 12 | 0.0 | 0.93 | -6 | 3 | 1 | 15 | -8
C=C1CC[C@@H]2[C@](C)(CO)[C@H](O)CC[C@@]2(C)[C@@H]1/C=C/C1=CCOC1=O | 14 | 0.0 | 0.99 | -4 | 1 | -3 | 6 | -16
Cc1nn(-c2ccccc2)c(C)c1C(=O)NCc1ccc(S(N)(=O)=O)cc1 | 2 | -2.2 | 1 | -18 | -1 | -2 | -1 | -3
CCOCCCn1c(SCC(=O)Nc2oc(C)c3c(C)n[nH]c(=O)c23)nnc1-c1ccncc1 | -6 | -0.5 | 0.94 | -13 | -3 | . | 9 | 3
COc1ccc(OC)c(C2C(C(=O)N(C)C)=C(C)Nc3nc4ccccc4n32)c1 (configuration not stated) | -16 | -6.0 | 0.98 | -10 | 20 | 2 | -16 | 2
CCOC(=O)/C=C1\SCC(=O)N1CC(=O)NCc1ccc(OC)c(OC)c1 | 3 | 0.1 | 1.2 | 1 | 1 | -2 | 18 | -7
Cc1cc(C)n(-c2ccc(C(=O)Nc3cccc(S(=O)(=O)N4CCCC4)c3)cc2)n1 | 14 | -0.3 | 1.1 | -6 | 1 | 0 | 26 | -6
CCOC(=O)Cn1nnc(-c2ccc([N+](=O)[O-])cc2)n1 | 10 | 4.1 | 1.2 | -10 | 0 | -2 | -6 | -2
CC(Oc1ccccc1)C(=O)N1CCN=C1SCc1cccc(F)c1 (configuration not stated) | 18 | -0.6 | 0.94 | -4 | 0 | 2 | 8 | 1
COc1ccc(C(=O)NCCOc2cccc(Oc3ccccc3)c2)cc1OC | -2 | -0.1 | 1.4 | -7 | 1 | 2 | 15 | -14
CCOC(=O)c1c(NC(=S)NC(C)=O)sc(C)c1C | 12 | 1.9 | 0.86 | -1 | -5 | -1 | -10 | -5
Cn1c(=O)c2c(nc3n2CC(O)CN3c2ccccc2)n(C)c1=O (configuration not stated) | 17 | -0.1 | 1.1 | -16 | 0 | 2 | -12 | 1
COc1cccc(CNS(=O)(=O)c2cc3c(cc2C)NC(=O)CO3)c1 | 9 | -0.2 | 1.1 | -8 | -3 | 2 | 2 | 1
Cc1cc(N2CCOCC2)ccc1/C=C1/SC(=O)NC1=O | -60 | 0.0 | 1.1 | 7 | -31 | 0 | -27 | -2
COc1ccc(CNC(=O)CN(c2cccc([N+](=O)[O-])c2)S(C)(=O)=O)cc1 | 5 | 0.0 | 0.93 | 7 | -1 | -2 | -3 | 4
CCn1c(=O)cc(O)c2c(=O)n(C)c(=O)n(C)c21 | 7 | -1.0 | 1.1 | -19 | 1 | -2 | 4 | -11

Printed as active in hIAP act, of those listed so far:
mol	MPTP inh	hIAP act	SENP6 block	SENP1 FRET inh	GRIN3A LBD mod	PfGluPho inh	ATG4B inhibitor
O=C(Nc1nccs1)c1nc[nH]c1C(=O)N1CCc2ccccc2C1	0.1	2.1*	-2	0	-3	4	-5

(continued)
SMILES | SENP8 block | MPTP inh | hIAP act | SENP6 block | SENP1 FRET inh | GRIN3A LBD mod | PfGluPho inh | ATG4B inhibitor
c1ccc(COc2ccc(OCCN3CCCC3)cc2)cc1 | 24 | 9.2 | 1.1 | -2 | -1 | -2 | 4 | 6
CC(=O)c1sc(NC(=O)CN2C(=O)CCC2=O)nc1C | -2 | 0.5 | 0.95 | -15 | 5 | 0 | -6 | 1
COc1ccc(C(=O)NC(Nc2ccccc2)C(Cl)(Cl)Cl)cc1 (configuration not stated) | 21 | 28 | 0.99 | -8 | -2 | -3 | -8 | -13
O=C(NCc1cccc(F)c1)C1CCC(=O)N(CCCN2CCOCC2)C1 (configuration not stated) | 8 | 0.1 | 0.75 | 0 | -1 | 0 | -14 | 2
Cc1ccccc1Cn1c(C)nc2ccc([N+](=O)[O-])cc2c1=O | 8 | -0.4 | 1.2 | 18 | -1 | 2 | 3 | 0
COC(=O)c1ccc(CNC(=O)COC(=O)CC23CC4CC(CC(Br)(C4)C2)C3)cc1 | 6 | 8.3 | 0.99 | 5 | 1 | -9 | 4 | -16
COc1ccc(CNC(=O)[C@@H](NC(=O)C2CCN(C(=O)[C@@H]3CCCN3C(=O)OC(C)(C)C)CC2)C(C)C)cc1 | 7 | -0.9 | 0.94 | -17 | 4 | -2 | -3 | -30
CCOc1ccccc1NCc1nnc(-c2ccccc2)o1 | 27 | 0.7 | 1.2 | 0 | 1 | -4 | -5 | -6
C=CCN1C(=O)C2C(C(=O)NC3CCCCC3)C3C=CC2(O3)C1C(=O)NC1CCCC1 (configuration not stated) | 14 | -0.9 | 0.74 | -19 | 3 | 0 | -7 | -11
COc1cccc(NC(=O)N2CCCC2C(=O)NCc2ccc(Cl)cc2)c1 (configuration not stated) | 31 | 2.7 | 1.1 | 25 | 1 | 1 | -10 | 1
COCCn1nnnc1CN1CCC(NC(=O)Nc2cccc(OC)c2)CC1 | 5 | -0.3 | 0.9 | 14 | -1 | 1 | -5 | -5
COc1cc(/C=C2\SC(=N)N(c3ccc(F)cc3)C2=O)ccc1O | -136 | -0.1 | 0.88 | -17 | 49 | 27* | 26 | -5
O=C(O)c1ccc(NCc2nc3cc4ccccc4cc3[nH]2)cc1 | -46 | 0.9 | . | . | -20 | -9 | -14 | 3
O=C(O)CSc1nc2ccccc2c(=O)[nH]1 | 10 | -1.0 | 1.1 | -6 | 1 | -3 | -1 | 4
CCC(C(=O)Nc1ccc(S(=O)(=O)Nc2ncccn2)cc1)c1ccccc1 (configuration not stated) | 12 | -1.3 | 1.1 | 10 | 4 | -1 | -20 | 2
CSc1ccccc1NC(=O)c1ccc(Br)o1 | 11 | -1.3 | 0.81 | 48 | 1 | 0 | 12 | -4
C[C@H]1[C@H](C)CC[C@]2(C(=O)O)CC[C@]3(C)C(=CC[C@@H]4[C@@]5(C)C[C@@H](O)[C@H](O)C(C)(C)[C@@H]5CC[C@]43C)[C@H]12 | 18 | 3.2 | 1.2 | 6 | 3 | -3 | -45 | 0
Cc1csc(=O)n1CCC(=O)OCC(=O)Nc1cc([N+](=O)[O-])ccc1Cl | 14 | -2.9 | 0.97 | 2 | 2 | -1 | -9 | 4
CCCc1nnc(SCC(=O)Nc2nnc(CC)s2)n1CC1CCCO1 (configuration not stated) | 10 | -1.5 | 0.93 | 6 | 3 | 0 | 7 | 2
COc1ccc(N2CCN(C(=O)c3ccc4c(c3)CC(c3ccccc3)OC4=O)CC2)cc1 (configuration not stated) | 21 | -1.0 | 1.1 | 8 | 2 | 0 | -3 | -9
CC(=O)Nc1ccccc1OCC(=O)c1cc(C)n(Cc2cccs2)c1C | 15 | 100* | 1.1 | -7 | 2 | -1 | -7 | 1
CCN(CC)CCn1c(=S)[nH]c2cc3c(cc2c1=O)OCO3 | -4 | 1.0 | 0.87 | 3 | 1 | -1 | 12 | -4
COc1cc(C(C)=O)ccc1OCC(O)CN1CCN(c2cc(C)cc(C)c2)CC1 (configuration not stated) | 8 | -0.5 | 0.92 | 4 | 2 | -1 | -10 | -10
COc1ccc(CCn2c(=N)c(C(=O)NC3CCCC3)cc3c(=O)n4ccccc4nc32)cc1OC | -123 | 0.0 | 0.99 | -1 | -31 | 1 | 2 | -2
C/C(=N\NC(=O)c1ccccn1)c1ccc(Cl)cc1 | 55* | 0.6 | 1.1 | 42 | 2 | 2 | -5 | 7
CCN(Cc1ccccc1)Cc1cc(OC)cc(OC)c1 | -1 | -0.8 | 0.9 | -4 | 3 | 1 | -3 | 8
CCOc1ccccc1NC(=O)C1CCCN(S(=O)(=O)c2cccc3cccnc23)C1 (configuration not stated) | -5 | -2.1 | 1 | -13 | 0 | 0 | -6 | 9

Complete entries, quoted from the list:
Shown for C[C@H]1[C@H](C)CC[C@]2(C(=O)O)CC[C@]3(C)C(=CC[C@@H]4[C@@]5(C)C[C@@H](O)[C@H](O)C(C)(C)[C@@H]5CC[C@]43C)[C@H]12 : SENP8 block: 18; MPTP inh: 3.2; hIAP act: 1.2; SENP6 block: 6; SENP1 FRET inh: 3; GRIN3A LBD mod: -3; PfGluPho inh: -45; ATG4B inhibitor: 0
Shown for O=C(O)c1ccc(NCc2nc3cc4ccccc4cc3[nH]2)cc1 : SENP8 block: -46; MPTP inh: 0.9; hIAP act: .; SENP6 block: .; SENP1 FRET inh: -20; GRIN3A LBD mod: -9; PfGluPho inh: -14; ATG4B inhibitor: 3
Shown for CSc1ccccc1NC(=O)c1ccc(Br)o1 : SENP8 block: 11; MPTP inh: -1.3; hIAP act: 0.81; SENP6 block: 48; SENP1 FRET inh: 1; GRIN3A LBD mod: 0; PfGluPho inh: 12; ATG4B inhibitor: -4

Screening results from PubChem.
